From PubChem BioAssay
Hck-Nef inh – inhibitors of Nef-activated human Hck kinase, primary screen, biochemical, Z-Lyte FRET, 384-well, Hck-YEEI. actives 0.68% (n = 220,000). AID 463187, 2010. Tyrosine-protein kinase HCK (Homo sapiens), P08631. inhibition, % at 20 µM. Recombinant Hck-YEEI plus Nef, Z-Lyte FRET kinase assay;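 active means Hck-Nef kinase inhibition above about 50%, limit read from the data; inactive means inhibition below that limit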;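 further: 0% = DMSO with Hck plus Nef and 100% = Hck alone without Nef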
Runt-CBFb FRET – inhibitors of RUNX1 Runt–CBFb binding, primary screen, biochemical, FRET, Cerulean-Runt, Venus-CBFb, uHTS; Runt-related transcription factor 1 (Homo sapiens) + Core-binding factor subunit beta …; Cerulean-Runt/Venus-CBFb FRET ratio 530/480, 1 h; inhibition, % at 20 µM; actives 0.46% (n = 220,000); AID 1496, 2009;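 active means inhibition over about 50% at 20 µM in the single-dose screen, limit read from the data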;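 further: 0% = DMSO wells and 100% = excess unlabeled CBFb competitor control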
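Assay system: Cerulean-Runt domain / Medium: Tris 50 mM pH 7.5, KCl, K2SO4, 0.01% BSA / Timing: protein complex preformed 1 h, compound exposure 1 h, room temperature, dark / Measured by: FRET, excitation 422 nm, emission at 530 and 480 nm / Evaluation: loss of energy transfer signal / Control set: 5 µM unlabeled CBFb as full-inhibition high control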
NCF1 inh – p47phox/p22phox peptide binding inhibitors, primary screen, biochemical, uHTS, NADPH oxidase regulatory subunit | Neutrophil cytosol factor 1 (Homo sapiens), P14598 | fluorescence polarization, 2 h | inhibition, % at 24.7 µM | actives 0.53% (n = 220,000) | AID 1274, 2008;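 active means inhibition above about 30%, limit read from the data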;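 further: 0% = p47phox with labelled peptide and 100% = labelled peptide alone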
Target sequence (P14598 whole entry, looked up): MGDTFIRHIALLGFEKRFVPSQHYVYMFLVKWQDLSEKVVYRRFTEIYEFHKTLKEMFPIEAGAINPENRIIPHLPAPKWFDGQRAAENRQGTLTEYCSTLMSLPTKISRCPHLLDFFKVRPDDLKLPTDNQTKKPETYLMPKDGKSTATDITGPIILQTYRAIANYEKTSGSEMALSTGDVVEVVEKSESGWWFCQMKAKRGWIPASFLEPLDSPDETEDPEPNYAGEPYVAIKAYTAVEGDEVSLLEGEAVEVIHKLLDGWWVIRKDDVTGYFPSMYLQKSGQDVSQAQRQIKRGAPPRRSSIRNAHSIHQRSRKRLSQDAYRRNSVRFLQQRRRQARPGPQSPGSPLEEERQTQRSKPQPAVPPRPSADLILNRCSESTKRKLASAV
14-3-3 Bad PPI – inhibitors of 14-3-3 zeta/Bad binding, primary screen, biochemical, TR-FRET, bovine 14-3-3 zeta; actives 0.71% (n = 220,000); TR-FRET 14-3-3zeta/Dy647-pBad peptide displacement, 1 h; inhibition, % at 21.7 µM; 14-3-3 protein zeta/delta (Bos taurus), P63103;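 active means inhibition above about 70%, limit read from the data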;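 further: 0% = full 14-3-3 plus peptide FRET controls and 100% = background without 14-3-3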
Runt-SMMHC FRET – inhibitors of RUNX1 Runt–CBFb-SMMHC binding, primary screen, biochemical, FRET, Cerulean-Runt, Venus-CBFb-SMMHC, uHTS. actives 0.74% (n = 220,000). inhibition, % at 20 µM. Runt-related transcription factor 1 (Homo sapiens) + Core-binding factor subunit beta …. Cerulean-Runt/Venus-CBFb-SMMHC FRET ratio 530/480, 1 h;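 active means mean inhibition across duplicate retests at 20 µM reaching about 50%, limit read from the data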;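 further: 0% = DMSO wells and 100% = wells with excess untagged CBFb-SMMHC; inhibitors lower the FRET ratio by blocking Runt binding to CBFb-SMMHC; some results filed as inactive read as strong as hits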
MDM2 E3 inh – MDM2-luciferase reporter signal enhancers, primary screen, MDM2 E3 ligase inhibitor project, cell-based, luminescence, 1536-well. signal enhancement, % at 5 µM. actives 0.11% (n = 210,000). cell-based MDM2 ubiquitination luciferase reporter, 2 h; 0 = plate control, 100 = twice control, blank-subtracted;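 active means signal enhancement of 30% or more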;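 further: luminescence tracks abundance of the self-degrading MDM2-luciferase fusion protein; higher signal means inhibition of MDM2 E3 ligase activity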
Target sequence (Q00987 whole entry, looked up, the tested form may be a part): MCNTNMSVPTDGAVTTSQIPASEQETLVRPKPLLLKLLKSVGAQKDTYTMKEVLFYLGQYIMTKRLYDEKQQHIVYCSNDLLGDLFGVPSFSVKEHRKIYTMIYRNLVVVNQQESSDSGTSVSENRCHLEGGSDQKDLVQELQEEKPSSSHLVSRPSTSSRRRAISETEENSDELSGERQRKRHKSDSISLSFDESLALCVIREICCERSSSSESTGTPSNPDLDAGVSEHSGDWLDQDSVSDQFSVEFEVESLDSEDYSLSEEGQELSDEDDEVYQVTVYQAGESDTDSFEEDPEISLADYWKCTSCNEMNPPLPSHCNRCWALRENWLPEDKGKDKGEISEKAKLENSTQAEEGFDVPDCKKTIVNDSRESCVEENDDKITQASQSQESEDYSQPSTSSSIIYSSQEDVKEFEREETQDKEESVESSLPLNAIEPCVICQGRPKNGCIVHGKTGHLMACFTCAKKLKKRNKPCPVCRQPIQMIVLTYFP
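system = mammalian cells stably expressing self-ubiquitinating, self-degrading MDM2 E3–luciferase fusion | quantity = 2000 cells per well seeded | incubation = 4 h cell settling then 2 h compound exposure, 37 °C | signal = SteadyLite luminescence, 15 min reagent step | benchmarks = plate control and blank wells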
zVAD death inh – inhibitors of zVAD-triggered necroptosis, primary screen, L929 cells; L929 zVAD necroptosis rescue, ATP luminescence, 24 h; with zVAD 60 µM; viability rescue, % at 10 µM; actives 0.38% (n = 220,000); AID 1377, 2008;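 active means activation, scaled between plate controls, above about 75%, limit read from the data; inactive means activation under that limit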;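 further: 0% = zVAD with DMSO and 100% = DMSO alone without zVAD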
EBV gp42 inh – Epstein-Barr virus gp42 inhibitors, primary screen, biochemical, uHTS, fluorescence polarization. actives 0.42% (n = 220,000). Fluorescence polarization binding assay, mP read-out. inhibition, % (tested at 21.74 µM). Glycoprotein 42 (Epstein-Barr virus (strain AG876)), Q1HVG2; in the data active means inhibition above about 50%
TbHK1 inh – Trypanosoma brucei hexokinase 1 inhibitors, primary screen, biochemical, G6PDH-coupled NADH absorbance, MLSCN library; AID 1430, 2008; recombinant TbHK1, G6PDH-coupled NADH A340; hexokinase 1 [Trypanosoma brucei]; actives 0.11% (n = 220,000); inhibition, % at 10 µM;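 active means inhibition of 50% or more in the single-dose primary screen; inactive means inhibition below 50%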
An asterisk follows results filed as active; x = not tested or not shown; & = joins results of further samples; [ ] = another dose, or the depositor's remark. A portion of the library; count on the stated rates, not on these rows.

Values run as follows: Hck-Nef inh, Runt-CBFb FRET, NCF1 inh, 14-3-3 Bad PPI, Runt-SMMHC FRET, MDM2 E3 inh, zVAD death inh, EBV gp42 inh, TbHK1 inh
O=C1NC(=O)N(CCC2=CCCCC2)C(=O)/C1=C/c1ccc(O)cc1
→ 2, -19, -23, -5[fluorescence artefact?], -37, 0, 0.7, -14, -15
N#Cc1c(/N=C/c2ccc(O)cc2O)sc2c1C1CCN2CC1
→ 4, 64*, -42, 0, 59*, 0, 1.2, 5, -13
Cc1cccc(OP(=O)(Oc2ccccc2)OC(c2ccccc2)C(F)(F)F)c1 (stereo not drawn)
→ 3, -8, -5, -5, -14, 1, x, 5, 9
O=C(C1CCC(=O)N1C1CCCCC1)N1CCC2(CC1)OCCO2 (stereo not drawn)
→ 0, -2, -8, -3, -3, -16, 1.4, -7, -2
Oc1ccc(C2NCc3ccccc3-n3cccc32)cc1Cl (stereo not drawn)
→ 0&-14, 2&0, -6&-10, 30&-9, -3&-2, -5&-4, 1.0&3.6, -10&-9, 7&-4
Cc1ccc(N2CCN(CCc3ccccc3)CC2)cc1
→ -1, -2, -4, 83*, 0, -10, -0.5, 7, 7
CC1(C)CN=C(Nc2ccc(F)c(Cl)c2)S1
→ 12, -1, -1, 7, -2, -4, 0.6, -10, -2
CCCCCn1c(NC(=O)c2ccco2)c(C(=O)OCC)c2nc3ccccc3nc21
→ 6, 30, -20, 7, 102*, -10, x, -3, -5
CCCCCc1nc2ccccc2c(=O)n1-c1ccc(Cl)cc1[N+](=O)[O-]
→ -1, -2, -7, 10, -10, -26, -0.1, 5, 2
O=C(c1cccc2ccccc12)C1CCCN(Cc2ccon2)C1 (stereo not drawn)
→ 24, 2, -2, -1, -3, x, 0.0, 4, -2
Cc1nc2ccccc2c(=O)n1-c1ccc(C(=O)O)cc1
→ 25, -3, -9, 0, 0, x, -0.1, 1, -8
Cc1c2cnn(CC(=O)N3CCC4(CC3)OCCO4)c(=O)c2c(C)n1Cc1ccccc1
→ -3, 1, -4, -5, 0, -12, 2.0, -16, -4
CCN1CCN(c2cn[nH]c(=O)c2Cl)CC1
→ 13, 0, -2, -1, 0, 0, -0.7, -17, -1
CCOC(=O)c1c(C)n(Cc2ccco2)c2ccc(O)cc12
→ -8, 3, -9, -4, 1, -13, -0.1, 3, 1
Cc1nc2c(-c3ccc(F)cc3)c(C)nn2c(C)c1CCC(=O)N1CCC2(CC1)OCCO2
→ -4, 0, -1, -10[fluorescence artefact?], -14, -14, 0.0, -15, -9
CC(=O)Nc1cc(C(=O)N2CCC3(CC2)OCCO3)ccc1Sc1ccc(C)cc1
→ 0, 0, -6, -11[fluorescence artefact?], 5, -26, 0.1, -8, 1
CCC(=NCCCN1CCOCC1)c1c(O)n(Cc2ccccc2)c(=O)[nH]c1=O
→ 0, 2, -8, -4, 5, -2, -0.3, -4, 1
COC(=O)C1=C(N)Oc2cc(C)oc(=O)c2C12C(=O)Nc1ccccc12 (stereo not drawn)
→ 12, 0, 5, -1, -7, -9, -1.4, -9, -4
Cc1ccc(-n2c(O)c(C=NC3CCCC3)c(=O)[nH]c2=O)c(C)c1
→ 1, 0, -4, -9, 2, -17, -0.5, -3, 4
O=C1/C(=C/c2ccncc2)N2CCC1CC2
→ 1, 0, -7, -14, 3, -13, 0.5, 1, -4

Two of these compounds in another layout:
> CCC(=NCCCN1CCOCC1)c1c(O)n(Cc2ccccc2)c(=O)[nH]c1=O
  Hck-Nef inh: 0
  Runt-CBFb FRET: 2
  NCF1 inh: -8
  14-3-3 Bad PPI: -4
  Runt-SMMHC FRET: 5
  MDM2 E3 inh: -2
  zVAD death inh: -0.3
  EBV gp42 inh: -4
  TbHK1 inh: 1

> COC(=O)C1=C(N)Oc2cc(C)oc(=O)c2C12C(=O)Nc1ccccc12 (stereo not drawn)
  Hck-Nef inh: 12
  Runt-CBFb FRET: 0
  NCF1 inh: 5
  14-3-3 Bad PPI: -1
  Runt-SMMHC FRET: -7
  MDM2 E3 inh: -9
  zVAD death inh: -1.4
  EBV gp42 inh: -9
  TbHK1 inh: -4

Next part.
Values run as follows: Hck-Nef inh, Runt-CBFb FRET, NCF1 inh, 14-3-3 Bad PPI, Runt-SMMHC FRET, MDM2 E3 inh, zVAD death inh, EBV gp42 inh, TbHK1 inh
CCCCn1c(O)c(C(CC)=NCCc2ccccc2)c(=O)[nH]c1=O
→ 1, -4, -1, 13, -1, -9, -0.1, -10, 6
O=[P+](Cc1ccccc1)Cc1ccccc1
→ -17, 2, -9, 12[fluorescence artefact?], 4, -13, -0.2, -3, 2
O=C(C1CCN(S(=O)(=O)N2CCOCC2)CC1)N1CCC2(CC1)OCCO2
→ 3, 0, -12, 3, -8, -14, 0.0, -9, 5
COC(=O)C1=C(C)OC(N)=C(C#N)C12C(=O)Nc1ccccc12 (stereo not drawn)
→ 24, x, -3, -4, x, -9, 2.4, -9, -2
Cc1ccc(-c2nc(N(C)C3CCN(C)CC3)c3ccccc3n2)cc1
→ 1, 1, -30, -8, 2, -16, 34, 6, -20
O=Cc1cn(Cc2cccc(F)c2)c2ccccc12
→ 4, -1, 1, -2, -2, -14, 0.9, 0, 35
Fc1ccc(C2N3CCCN23)cc1 (stereo not drawn)
→ 12, 3, 4, -6, -3, x, 0.8, -10, -3
Nc1nonc1OCCCCOc1nonc1N
→ -16, 3, -7, 0, 0, 7, 4.1, -16, -3
O=C(Nc1ccc(F)cc1F)c1cccnc1Oc1cccc(C(F)(F)F)c1
→ 0, -2, -10, 3, 1, -7, 0.1, -9, -8
CC(C)N(CC#CCC1(O)c2ccccc2-c2ccccc21)C(C)C
→ 5, 1, 8, 15, 2, -6, -0.6, -20, 0
CC(Cc1ccccc1Sc1ccccc1)N(C)C (stereo not drawn)
→ 5, -2, -5, -5, 2, -11, -0.9, 9, 8
Cc1ccc(-c2nc3ccccc3c(=O)n2-c2cccnc2)cc1
→ 4, 0, -2, -4, 2, 34*, -0.6, -14, 26
O=C1NC(=O)N(Cc2ccccc2)C(=O)/C1=C/C=C/c1ccco1
→ 18, 3, -234, 6, -20, 5, -0.4, -96, -8
Cn1c(=O)n(CC(=O)N2CCC3(CC2)OCCO3)c(=O)c2ccccc21
→ -1, 2, -11, -11, -4, -10, 1.4, 10, -2
CC(=O)NC(Cc1ccc(N(CCCl)CCCl)cc1)C(=O)NCC(=O)NCC(=O)O (stereo not drawn)
→ 18, 2, -2, -13, -5, 0, 32, 11, 3
CCCC(=O)NC(Oc1ccc(C(C)=O)cc1)C(Cl)(Cl)Cl (stereo not drawn)
→ 12, -1, 1, 4, 2, -2, 1.7, 63*, -14
Cc1ccc2c(c1)CC1(CN2C)C(=O)NC(=O)N(C(C)C)C1=O (stereo not drawn)
→ 8, 3, -10, 2[fluorescence artefact?], 7, -6, -0.6, -20, -3
CCOC(=O)[C@]1(C#N)[C@@H]2C=CC(C(C)=O)=CN2[C@@H](C(N)=O)[C@@H]1c1ccsc1
→ 2, 1, -21, 1[fluorescence artefact?], -6, -3, -0.3, 71*, -12
C[n+]1ccc(-c2ccncc2)cc1
→ 1, 0, 7, 15[fluorescence artefact?], 4, -10, 0.0, -36, 6
O=C1CSC2N1CCNC21CCCCC1 (stereo not drawn)
→ -1, -2, -4, -3, -2, -14, 0.7, -10, 6
O=C(COc1ccc2ccccc2c1)N1CCN(CC2CC3C=CC2C3)CC1 (stereo not drawn)
→ 0, -2, 5, 53, -1, 0, 0.0, 1, -5
Cn1cc(C(=O)N2CCC3(CC2)OCCO3)c2c3ccccc3n(C)c2c1=O
→ 7, -1, -7, 16, 0, -29, 1.1, -4, -18
CCCCOc1nc2ccccc2c(=O)n1-c1ccccc1
→ 5, -4, -8, 2, -4, -1, 0.2, -13, 1
CN1CCN(Cc2ccc(N)cc2)CC1
→ 10, 2, 2, -3, -1, -10, -1.4, -4, 1
COc1ccccc1-n1c(O)c(C=NCCCn2ccnc2)c(=O)[nH]c1=O
→ 2, -1, 3, 3[fluorescence artefact?], -2, 12, 0.0, -1, -1
COc1cccc(-n2c(O)c(C=NCCN3CCOCC3)c(=O)[nH]c2=O)c1
→ 3, -1, -1, 8, 2, 0, -0.3, -13, 3
COc1cccc(N2C(=O)CC(=O)NC2=O)c1
→ 0, -4, -12, 32, -11, 1, -0.5, -16, -2
N[C@@H](Cc1c[nH]c2ccccc12)c1nnc(SCc2c(F)cccc2Cl)o1
→ 1, 0, -9, 29, 2, -10, 0.3, 1, -5
CC(CCc1ccccc1)NCCC#N (stereo not drawn)
→ 8, -1, -14, 3, -5, -67, -0.3, -17, -6
CC1CN(c2cc([N+](=O)[O-])ccc2Cl)CC(C)N1 (stereo not drawn)
→ 18, -2, 4, 10, -1, -23, -1.2, 4, 2
COc1ccccc1N1CCN(Cc2cc(C)c(C)cc2O)CC1
→ 4, 2, -10, -15, -1, -7, -0.6, -4, 2
CN(C)c1ccc(NC(=O)CN2C(=O)CN=C(c3ccccc3)c3cc(Cl)ccc32)cc1
→ 2, 8, 13, -21, 4, -9, 0.1, 5, -14
N[C@@H](Cc1cc(Br)c(O)c(Br)c1)C(=O)O
→ -4, 16, -10, -7[fluorescence artefact?], 2, x, 1.0, -19, -1

Compound profiles (already shown). Order of values: Hck-Nef inh | Runt-CBFb FRET | NCF1 inh | 14-3-3 Bad PPI | Runt-SMMHC FRET | MDM2 E3 inh | zVAD death inh | EBV gp42 inh | TbHK1 inh
`N[C@@H](Cc1cc(Br)c(O)c(Br)c1)C(=O)O` as listed: -4 | 16 | -10 | -7[fluorescence artefact?] | 2 | x | 1.0 | -19 | -1
`COc1ccccc1N1CCN(Cc2cc(C)c(C)cc2O)CC1` as listed: 4 | 2 | -10 | -15 | -1 | -7 | -0.6 | -4 | 2
`CC1CN(c2cc([N+](=O)[O-])ccc2Cl)CC(C)N1` (stereo not drawn) as listed: 18 | -2 | 4 | 10 | -1 | -23 | -1.2 | 4 | 2
`CC(CCc1ccccc1)NCCC#N` (stereo not drawn) as listed: 8 | -1 | -14 | 3 | -5 | -67 | -0.3 | -17 | -6
`COc1cccc(N2C(=O)CC(=O)NC2=O)c1` as listed: 0 | -4 | -12 | 32 | -11 | 1 | -0.5 | -16 | -2
